# UDG counterscr = blocks uracil-DNA glycosylase in AID counter-screen; FRET deamination/UDG coupled assay, UDG read, 4 h; Potency, µM (highest dose often 115 µM), inactives show at the top dose activity change, negative = inhibition, most hits filed as inhibitors; actives 0.14% (n = 91,000); note: nearly all actives have a fitted effect of over 65% in size
# AID inhibitor = inhibitors of human activation induced cytidine deaminase. Q9GZX7. AID deamination FRET fluorescence, UDG-coupled, 4 h. Potency, µM (series often up to 115 µM), without a hit: at the top dose activity change, negative = inhibition, hits mostly inhibitors. actives 0.32% (n = 91,000); note: nearly all actives have a fitted effect of over 25% in size
# Target sequence (Q9GZX7 whole entry, looked up): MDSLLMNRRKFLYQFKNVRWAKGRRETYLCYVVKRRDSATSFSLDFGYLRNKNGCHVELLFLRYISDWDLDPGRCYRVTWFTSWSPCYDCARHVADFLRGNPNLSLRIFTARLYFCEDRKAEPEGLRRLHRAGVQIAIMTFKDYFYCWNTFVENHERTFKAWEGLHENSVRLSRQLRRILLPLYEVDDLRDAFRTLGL
# * = called active by the depositor; u = inconclusive; & = joins results of further samples; [ ] = remark or other dose. Calls come from the whole dose curve; as a rule, active = well fitted curve in the direction sought with a large enough effect; inconclusive = small, poorly fitted or top-dose-only effect, or another doubt; inactive = no such curve, though single readings can be large; an effect the other way counts as inactive or inconclusive. % is set by controls: 0 for no effect and ±100 for the full control effect; potency is the fitted concentration of half-maximal effect. Only part of the results is shown; rates above refer to the full screens.
# The line under a structure holds: AID inhibitor	UDG counterscr
1: CSc1nnc(NC(=O)c2cc(=O)c3cc(C)c(C)cc3o2)s1
  -17%	3%
2: COc1ccc(C)cc1NC(=O)N1CCC(CN2CCOCC2)CC1
  -11%	-4%
3: CCN(CC)c1ccc(-c2nc(-c3ccco3)no2)cc1[N+](=O)[O-]
  u	u
4: CCOC(=O)CC(NC(=O)CCc1c(C)nc2c(-c3ccccc3)c(C)nn2c1C)c1ccc(OC(C)C)cc1 (stereo not given)
  -17%	-11%
5: Cc1ccc(C(=O)Nc2ccc(-c3nc4ccccc4s3)cc2C)cc1C
  9%&-11%	7%&0%
6: CCN(c1ccc(C)cc1)S(=O)(=O)c1nnc(NC(=O)C2CCCCC2)s1
  13%	-6%
7: CCc1ccc(NC(=O)CSC2=Nc3ccccc3C3=NC(CC(=O)NCc4ccc5c(c4)OCO5)C(=O)N23)cc1 (stereo not given)
  u	u
8: Cc1ccc(N2CC(c3nc(-c4ccc(Cl)cc4)no3)CC2=O)cc1F (stereo not given)
  -5%	-17%
9: FC(F)(F)c1cc(-c2cccs2)nc(=S)[nH]1
  6%	4%
10: C=CCc1cccc(C=NNC(=O)CN2CCN(Cc3ccccc3)CC2)c1O
  -19%	-16%
11: S=C(N/N=C/c1ccccc1Br)Nc1ccccc1
  -11%	-7%
12: CCCC1CCC(c2ccc(-c3ccc(CC)cn3)cc2F)CC1 (stereo not given)
  3%	-3%
13: Cc1ccccc1C(=O)NCc1ccco1
  -7%	-12%
14: COCc1nnc(NC(=O)c2ccc3ccn(C)c3c2)s1
  53%[activator]	8%
15: Cc1ccc(CSc2nc3ccccc3c3nc(CCn4c(C)nc5ccccc54)nn23)cc1
  -1%	-22%
16: COc1ccc(-c2cc(C(F)(F)F)n3nc(C(=O)NCC45CC6CC(CC(C6)C4)C5)cc3n2)cc1OC
  -12%	3%
17: CCOC(=O)C1=C(C(F)(F)F)Nc2ncnn2C1c1cccc(OC)c1OC (stereo not given)
  14%[57.5 µM]	3%[57.5 µM]
18: COc1ccc(CC(=O)N2CCc3cc(OC)c(OC)cc3C2COc2ccc(F)cc2)cc1OC (stereo not given)
  2%	-13%
19: CC(C)(C)c1ccc(S(=O)(=O)NCc2ccc3c(c2)CCN3C(=O)c2ccccc2)cc1
  57%[activator]	-1%[57.5 µM]
20: CCCn1nnc(NC(=O)COc2ccc(C(C)CC)cc2)n1 (stereo not given)
  0%	2%

# (list continues)
# The line under a structure holds: AID inhibitor	UDG counterscr
21: CC(C)(C)c1ccc(-c2nc(SCCOc3ccc(Cl)cc3)n3[nH]c(=O)cc3n2)cc1
  u	-5%
22: CCOc1ccc(-c2nc(C#N)c(NCC(C)C)o2)cc1
  -4%	0%
23: O=C(COC(=O)c1ccc(O)cc1)c1ccc(NC(=O)c2ccco2)cc1
  10%	-6%
24: Cc1ccc(NC(=O)NCc2cccn2Cc2ccccc2)c(C)c1
  16%	9%
25: Cn1c(=O)n(C)c2cc(NS(=O)(=O)c3ccc(F)cc3)c(NCc3ccccc3)cc21
  6%	-29%
26: CCOC(=O)c1c(C)oc2ccc(N(C(=O)Oc3ccccc3)S(=O)(=O)c3ccccc3)cc12
  18%	26%
27: CCOC(=O)C1=C(C)NC(=O)NC1c1cn(-c2ccccc2)nc1-c1ccc(OC(C)C)cc1 (stereo not given)
  28µM*	-4%
28: CCOC(=O)c1cccc(NC(=O)C(Cc2ccccc2)NS(=O)(=O)c2cccc3nsnc23)c1 (stereo not given)
  4%	5%
29: COc1cccc(C(=O)/C(C#N)=C\c2ccc(OC(F)F)c(OC)c2)c1
  -18%	-8%
30: O=c1ccc2cc(S(=O)(=O)Oc3ccc4c(=O)c(-c5ccccc5)coc4c3)ccc2o1
  -7%	1%
31: Cc1ccc(NC(=O)Cn2nc(-c3ccccc3)nc(Cc3ccccc3)c2=O)cc1
  7%	3%
32: Cc1ccc(Cc2c(C)[nH]c3nc4ccccc4n3c2=O)cc1
  -1%	-11%
33: CCOC(=O)c1cccc(NC(=O)N2CC=C(c3c[nH]c4ccccc34)CC2)c1
  24%	-29%
34: CCOc1ccc(C(=O)CCC(=O)OCC(=O)c2ccccc2Br)cc1
  13%	-3%
35: O=C(Nc1cccc(C(F)(F)F)c1)c1cc(-c2ccc(Cl)cc2)on1
  6%	31%[activator]
36: COc1cc(CNC(=O)c2sc3ncccc3c2-n2cccc2)cc(OC)c1OC
  7%	7%
37: O=C(Nc1cccc(-c2nnnn2C2CC2)c1)C1CC=CCC1 (stereo not given)
  6%	-6%
38: CCOc1cccc2sc(NC(=O)c3ccc(S(=O)(=O)N4CCCc5ccccc54)cc3)nc12
  -28%	-10%
39: Cc1ccc(S(=O)(=O)N2CCC(c3ccncc3)CC2)c(C)c1
  -7%	2%
40: CC(C)C(=O)NC(Nc1ccccc1Cl)C(Cl)(Cl)Cl (stereo not given)
  -1%	-4%

# Additional entries follow:
# The line under a structure holds: AID inhibitor	UDG counterscr
41: C=C(C)CSc1nc2c(c(=O)n(C)c(=O)n2C)n1Cc1ccccc1Cl
  -25%	-13%
42: CCN(CC)CCCNC(=O)c1cc2cc(Cl)ccc2[nH]1
  13%	-4%
43: CSc1ccc(C(C)NC(=O)C2CC=CCC2)cc1 (stereo not given)
  -2%	-2%
44: CCC(C)NC(=O)COC(=O)c1ccc2nc(C)c(C)nc2c1 (stereo not given)
  3%	1%
45: Fc1ccc(CCNC(=S)NC2CC2)cc1
  -9%	-12%
46: CC(=O)Oc1cc(C(C)C)c(OCCN(C)C)cc1C
  -9%	-1%
47: O=C1CC(c2nc(-c3ccccc3)no2)CN1c1ccccc1 (stereo not given)
  u	44%[activator]
48: COc1ccc2oc(-c3ccc(C)c(NC(=O)c4cccnc4)c3)nc2c1
  5%	-2%
49: COc1ccc(NC(=O)Cc2cccc3ccccc23)c2cccnc12
  -1%	0%
50: CN1CCN(c2ccc(-c3nc(-c4ccccc4)no3)cc2[N+](=O)[O-])CC1
  u	u
51: O=C(Cn1c(-c2cccs2)cc2ccccc21)NCCCN1CCN(c2cccc(Cl)c2)CC1
  -19%	-15%
52: C[C@]12CC[C@@H]3c4ccc(O)cc4CC[C@H]3[C@@H]1CCC2=O
  0%	0%
53: Cc1nnc(N2CCC(C(=O)NCc3ccc(N(C)C)cc3)CC2)c2nn(-c3ccccc3)c(C)c12
  1%	-10%
54: COc1cccc(C(CNCC(O)CN2CCOCC2)c2c[nH]c3ccccc23)c1OC (stereo not given)
  5%	12%
55: COC(=O)c1ccccc1NC(=O)c1cc(-c2ccc(Cl)cc2)on1
  23%	-7%
56: Cc1ccc(-n2c(=O)[nH]c3sc4c(c3c2=O)CCCC4)cc1
  -19%	0%
57: CC1(C)C2CC=C(/C=N/NC(=S)NCc3ccccc3)C1C2 (stereo not given)
  -13%	-10%
58: COC(=O)c1cc(S(=O)(=O)N2CCN(c3cc(Cl)ccc3C)CC2)c[nH]1
  8%	3%
59: CCc1nn(CC(=O)N2CCN(c3cccc(C)c3)C(C)C2)c(=O)c2cc3sccc3n12 (stereo not given)
  -13%	-13%
60: COc1c(CNCC(O)COc2c(C)cccc2C)c(C)nn1C (stereo not given)
  -3%	-10%

# Next section:
# The line under a structure holds: AID inhibitor	UDG counterscr
61: CCn1cc2nc(SCc3cccc(C(F)(F)F)c3)n(CCc3ccccc3)c(=O)c2n1
  u	-14%
62: COc1cccc(C(=O)Nc2nc3nc(C)c(Cc4ccccc4)c(=O)n3[nH]2)c1
  u	-12%
63: COC(=O)c1c(NC(=O)CCCOc2ccccc2)sc2c1CCC(C)C2 (stereo not given)
  u	-7%
64: Cc1nc2cc(NS(=O)(=O)c3ccc(C)c(C)c3)ccc2o1
  7%	-3%
65: CC(CN(CCN(C)C)Cc1ccccc1)c1ccccc1 (stereo not given)
  -5%	4%
66: CCOC(=O)c1[nH]c2c(c1Cc1ccccc1)C(=O)CC(c1ccccc1)C2 (stereo not given)
  u	-11%&-12%
67: NNc1ccc(F)cc1F
  3%	6%
68: CN(C)C(=O)CN1CCN(C(C(=O)O)c2c[nH]c3ccc(OCC#N)cc23)CC1 (stereo not given)
  22%	-5%
69: O=C(CSc1n[nH]c(-c2ccncc2)n1)Nc1cccc(C(F)(F)F)c1
  0%	5%
70: CCCNC(=O)CCCNC(=O)c1ccc(Cl)cc1
  -3%	4%
71: CS(=O)(=O)c1ccc(NC(=O)CN(Cc2cccs2)CC2CCCO2)cc1 (stereo not given)
  -3%	-4%
72: O=C(NCC(c1cccnc1)N1CCN(c2ccccc2F)CC1)C(=O)Nc1ccc(F)cc1F (stereo not given)
  -8%	10%
73: COc1ccc(C(=O)c2sc(Nc3ccccc3)c(C(N)=O)c2N)cc1
  4%	-4%
74: O=C1Cc2cc(-c3csc(Nc4ccccc4Cl)n3)ccc2N1
  -12%	u
75: Cc1cccc(CNC(=O)C2CCN(c3nc4ccc(Cl)cc4[nH]3)CC2)c1
  -7%	26%
76: CCOc1ccc(CCNC(=O)CCCn2nc(C)c3sc4ccccc4c3c2=O)cc1
  8%	14%
77: Cc1cc(Br)ccc1NC(=O)C1CCN(S(=O)(=O)c2cccc3nsnc23)CC1
  6%	-9%
78: COc1cc(Nc2nc(SCc3ccccc3Cl)nc3ccccc23)cc(OC)c1
  -10%	-9%[57.5 µM]
79: O=C(CC(=O)c1ccccc1O)c1ccc(Cl)cc1
  2%	-1%
80: Cc1ccc(C)c(Cn2c(=O)n(Cc3ccco3)c(=O)c3oc4ccccc4c32)c1
  6%	-4%

# Continuation.
# The line under a structure holds: AID inhibitor	UDG counterscr
81: COc1cc(NC(=O)CSc2ncc3c(n2)-c2ccc(Cl)cc2N(Cc2ccccc2)S3(=O)=O)cc(OC)c1
  30%	3%
82: Cc1ccc(C(=O)N2CCN(Cc3ccc(F)cc3)CC2)cc1C
  -5%	2%
83: COc1ccc(-c2nn(-c3cccc(F)c3)c3c2cnc2cc(OC)c(OC)cc23)cc1
  3%	u
84: CCOC(=O)c1c(C)[nH]c(C(=O)OC)c1C
  -9%	-4%
85: Cc1oc(-c2nc(C#N)c(NCC3CCCO3)o2)cc1S(=O)(=O)N1CCCC1 (stereo not given)
  2%	1%
86: CC(=O)C1=C(c2ccc(F)cc2)N(C(C)=O)n2c(nnc2C2CCCCC2)S1
  39%[activator]	0%
87: Cc1nc(-n2nc(C)c(Cc3ccc(Cl)cc3)c2C)sc1C(=O)N1CCCCC1C (stereo not given)
  -7%	-13%
88: COc1ccc2oc(C(=O)OCC(=O)C34CC5CC(CC(C5)C3)C4)c(C)c2c1
  3%	5%
89: COC(=O)c1ccccc1NC(=O)c1cc2nc(-c3ccc(OC)cc3)cc(C(F)(F)F)n2n1
  -15%	11%
90: NC(=O)OCC(COC(N)=O)c1ccccc1
  -1%	-1%
91: CCOC(=O)C(NC(=O)c1ccc(OC)cc1)(Nc1ccccc1F)C(F)(F)F (stereo not given)
  -4%	0%
92: COC(=O)c1ccc(C2C=C(c3ccc(Cl)cc3)Nc3nc4ccccc4n32)cc1 (stereo not given)
  -28%[57.5 µM]	-12%[57.5 µM]
93: CC(=O)c1ccc(OCCC(=O)OCc2ccc(C#N)cc2F)cc1
  -6%	-7%
94: CSc1ccc(C)c(C(N)=O)c1
  -2%	-4%
95: CCCOc1ccc(NC(=O)CCC)c2cccnc12
  -2%	-14%
96: COc1ccc(C(=O)Nc2ccc(-c3cc(C(F)(F)F)nn3-c3ccccc3)cc2)cc1OC
  -1%	-17%[57.5 µM]
97: O=C(CNS(=O)(=O)c1cccs1)N1CCN(c2cccc(C(F)(F)F)c2)CC1
  24%	6%
98: COC(=O)CNc1ccc(C(=O)OC)cc1
  -9%	-14%
99: Cc1ccc(C(=O)Nc2nc3nc(C)cc(=O)n3[nH]2)cc1
  5%	-7%
100: CCc1ccccc1NC(=O)CN(C)C(=O)C1CCN(c2ccc(C#N)cn2)CC1
  3%	6%
101: O=C(COc1cc(Cl)cc(Cl)c1)N1CCNC1=O
  -7%	-4%
102: COc1ccccc1NC(=O)c1ncoc1-c1ccc(OC)c(OC)c1
  -8%	-13%

# Quoted from above, entries 85–102
# The line under a structure holds: AID inhibitor	UDG counterscr
85: Cc1oc(-c2nc(C#N)c(NCC3CCCO3)o2)cc1S(=O)(=O)N1CCCC1 (stereo not given)
  2%	1%
86: CC(=O)C1=C(c2ccc(F)cc2)N(C(C)=O)n2c(nnc2C2CCCCC2)S1
  39%[activator]	0%
87: Cc1nc(-n2nc(C)c(Cc3ccc(Cl)cc3)c2C)sc1C(=O)N1CCCCC1C (stereo not given)
  -7%	-13%
88: COc1ccc2oc(C(=O)OCC(=O)C34CC5CC(CC(C5)C3)C4)c(C)c2c1
  3%	5%
89: COC(=O)c1ccccc1NC(=O)c1cc2nc(-c3ccc(OC)cc3)cc(C(F)(F)F)n2n1
  -15%	11%
90: NC(=O)OCC(COC(N)=O)c1ccccc1
  -1%	-1%
91: CCOC(=O)C(NC(=O)c1ccc(OC)cc1)(Nc1ccccc1F)C(F)(F)F (stereo not given)
  -4%	0%
92: COC(=O)c1ccc(C2C=C(c3ccc(Cl)cc3)Nc3nc4ccccc4n32)cc1 (stereo not given)
  -28%[57.5 µM]	-12%[57.5 µM]
93: CC(=O)c1ccc(OCCC(=O)OCc2ccc(C#N)cc2F)cc1
  -6%	-7%
94: CSc1ccc(C)c(C(N)=O)c1
  -2%	-4%
95: CCCOc1ccc(NC(=O)CCC)c2cccnc12
  -2%	-14%
96: COc1ccc(C(=O)Nc2ccc(-c3cc(C(F)(F)F)nn3-c3ccccc3)cc2)cc1OC
  -1%	-17%[57.5 µM]
97: O=C(CNS(=O)(=O)c1cccs1)N1CCN(c2cccc(C(F)(F)F)c2)CC1
  24%	6%
98: COC(=O)CNc1ccc(C(=O)OC)cc1
  -9%	-14%
99: Cc1ccc(C(=O)Nc2nc3nc(C)cc(=O)n3[nH]2)cc1
  5%	-7%
100: CCc1ccccc1NC(=O)CN(C)C(=O)C1CCN(c2ccc(C#N)cn2)CC1
  3%	6%
101: O=C(COc1cc(Cl)cc(Cl)c1)N1CCNC1=O
  -7%	-4%
102: COc1ccccc1NC(=O)c1ncoc1-c1ccc(OC)c(OC)c1
  -8%	-13%
